# TRb SRC2 PPI = inhibitors of human thyroid hormone receptor beta-SRC2 interaction; TRbeta-SRC2 peptide binding, fluorescence polarization; receptor liganded with 1 µM T3; P10828; Potency, µM (doses to about 106 µM), inactives show at the top dose activity change, negative = inhibition, usual class: inhibitors; AID 1469; actives 0.065% (n = 280,000);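 also: plate controls were bound peptide for no effect and peptide without receptor for full effect; nearly all actives have a fitted effect of over 50% in size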
# Target sequence (P10828 whole entry, looked up): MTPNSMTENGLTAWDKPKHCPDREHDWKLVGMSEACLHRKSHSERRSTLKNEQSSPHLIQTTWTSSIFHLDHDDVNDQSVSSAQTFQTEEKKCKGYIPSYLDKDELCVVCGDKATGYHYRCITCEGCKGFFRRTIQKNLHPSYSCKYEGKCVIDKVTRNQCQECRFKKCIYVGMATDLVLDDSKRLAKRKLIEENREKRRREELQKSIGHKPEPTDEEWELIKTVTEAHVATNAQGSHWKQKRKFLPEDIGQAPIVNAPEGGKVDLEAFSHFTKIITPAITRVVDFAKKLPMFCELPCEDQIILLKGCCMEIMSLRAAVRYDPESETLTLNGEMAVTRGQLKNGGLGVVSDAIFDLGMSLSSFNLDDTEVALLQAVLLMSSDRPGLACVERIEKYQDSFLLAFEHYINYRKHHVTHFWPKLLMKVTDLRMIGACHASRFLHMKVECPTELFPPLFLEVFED
#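 A fluorescence polarization screen tested compounds at multiple concentrations against complex formation between 0.6 uM TRb ligand-binding domain and 20 nM Texas Red SRC2 peptide, with 1 uM T3 present; readout after 5 hr.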
# TR SRC2 fluor cs = alters Texas Red total fluorescence, flagging assay interference; actives 0.29% (n = 280,000); TRb/SRC2 Texas Red total fluorescence interference; Potency, µM (top dose mostly 106 µM), without a hit: at the top dose fluorescence change, negative = quenching; active = well fitted curve in either direction with a large enough effect; inconclusive = small, poorly fitted or top-dose-only effect
#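 Human TRb ligand-binding domain at 0.6 uM with 20 nM Texas Red SRC2 peptide in Tris buffer containing 1 uM T3 and 5% DMSO, incubated with compound 5 h at ambient temperature. Total fluorescence (555/632 nm) calculated as parallel + 2 × perpendicular.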
# RGS12 GoLoco inh = inhibitors of human Gai1-RGS12 GoLoco interaction (red fluorophore); P63096; Gai1:RGS12 GoLoco peptide FP, rhodamine, 10 min; Potency, µM (series often up to 61.6 µM), for inactives: at the top dose activity, negative = inhibition, actives largely listed as inhibitors; actives 0.44% (n = 230,000); AID 880; active = well fitted inhibition curve with a large enough effect, not every such curve was filed as active; inactive = no such curve, though single readings can be large or run the other way; also: nearly all actives have a fitted effect of over 30% in size; many of its hits are not listed in these tables
# KDM4E inh = JMJD2E (human) inhibition; JMJD2E catalytic domain, FDH-coupled NADH fluorescence (FDH is formaldehyde dehydrogenase); Potency, µM (highest dose often 57.1 µM), without a hit: top-dose activity change, negative = inhibition, hits mostly inhibitors; actives 1.6% (n = 230,000); active = well fitted inhibition curve with a large enough effect, not every such curve was filed as active; inconclusive = small, poorly fitted or top-dose-only effect, or another doubt; inactive = no such curve, though single readings can be large or run the other way;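 also: 0% = wells with enzyme and -100% = buffer wells without enzyme; nearly all actives have a fitted effect of over 50% in size; many of its hits are not listed in these tables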
# Target sequence (B2RXH2 1-337 limits assumed): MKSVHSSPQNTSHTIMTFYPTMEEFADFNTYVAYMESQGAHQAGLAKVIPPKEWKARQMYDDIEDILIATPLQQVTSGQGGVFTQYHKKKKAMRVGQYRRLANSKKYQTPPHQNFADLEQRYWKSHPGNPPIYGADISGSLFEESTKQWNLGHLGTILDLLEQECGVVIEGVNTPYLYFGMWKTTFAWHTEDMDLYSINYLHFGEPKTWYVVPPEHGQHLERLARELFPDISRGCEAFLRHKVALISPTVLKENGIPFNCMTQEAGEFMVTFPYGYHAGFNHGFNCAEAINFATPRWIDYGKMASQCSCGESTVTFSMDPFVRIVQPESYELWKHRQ
# Tau ThT inhib = blocks human tau fibril formation measured by thioflavin T. AID 1460. P10636. recombinant tau K18 P301L, heparin-induced fibrillization, ThT fluorescence. actives 2.1% (n = 270,000). Potency, µM (titrated, usually from 57.4 µM), without a hit: at the highest dose activity, negative = inhibition, hits mostly inhibitors; also: nearly all actives have a fitted effect of over 55% in size
# Target sequence (P10636 561-689 P618L limits assumed): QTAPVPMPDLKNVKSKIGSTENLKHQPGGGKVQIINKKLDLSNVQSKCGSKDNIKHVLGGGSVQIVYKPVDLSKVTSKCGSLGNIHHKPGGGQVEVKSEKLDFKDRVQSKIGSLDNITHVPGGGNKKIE
#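 Fibril formation assay: tau K18 P301L at 15 uM with trace Alexa 594 label, heparin inducer 20 uM, pH 7 sodium acetate buffer, 37 C for 6 hr; endpoint ThT signal.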
# L3MBTL1 block = inhibitors of human L3MBTL1. AlphaScreen L3MBTL1–H3K9me1 peptide binding. Potency, µM (series often up to 57.1 µM), inactives show at the highest dose activity, negative = inhibition, hits mostly inhibitors. actives 0.66% (n = 230,000); also: nearly all actives have a fitted effect of over 60% in size
#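 AlphaScreen assay: L3MBTL1 (50 nM final) was preincubated 30 min at room temperature with biotinylated H3(1-15)K9me1 peptide (75 nM final), then 30 min with library compounds; streptavidin donor and nickel chelate acceptor beads (10 ug/mL final) added, 30 min dark.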
# Tau FP inhib = blocks human tau fibril formation measured by polarization. P10636. K18 P301L tau heparin fibrillization, Alexa594 FP, 6 h. Potency, µM (titrated, usually from 57.7 µM), inactives show top-dose activity, negative = inhibition, most hits filed as inhibitors. actives 0.39% (n = 280,000); also: nearly all actives have a fitted effect of over 55% in size
#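 Human tau K18 […] P301L fragment, 15 uM unlabeled plus 0.24 uM Alexa 594-labeled tau (final), with compound and 20 uM heparin in 100 mM sodium acetate pH 7; 6 hr at 37 C, then Alexa 594 FP read.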
# RECQ1 inh = RECQ1 (human) helicase inhibition. RECQ1 DNA unwinding, red fluorescence kinetic read. Potency, µM (series often up to 57.3 µM), inactives show at the top dose activity, negative = inhibition, hits mostly inhibitors. actives 0.54% (n = 240,000). AID 2549;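 also: plate controls were vehicle for no effect and no enzyme for full effect; nearly all actives have a fitted effect of over 30% in size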
#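 RECQ1T1 50 nM; forked duplex (20 bp + 30-nt ss tails) 200 nM, ATP 2 mM final; pH 8.0, 2 mM MgCl2, 2.5 ug/ml poly(dI-dC); 15 min compound preincubation; discontinuous kinetic read over 2 h at RT.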
# * = called active by the depositor; i = inactive; ? = inconclusive; / = not tested or not shown; & = joins results of further samples; [ ] = dose if it differs, or a comment. Unless noted, calls follow the shape of the dose curve; as a rule, active = well fitted curve in the direction sought with a large enough effect; inconclusive = small, poorly fitted or top-dose-only effect, or another doubt; inactive = no such curve, though single readings can be large; an effect the other way counts as inactive or inconclusive. Unless noted, % is scaled to controls: 0 for no effect and ±100 for the full control effect; potency is read from the fitted curve at half-maximal effect. This is a subset (hit frequency here may not be typical).
# Results follow in this order: KDM4E inh, L3MBTL1 block, RGS12 GoLoco inh, RECQ1 inh, TR SRC2 fluor cs, Tau FP inhib, TRb SRC2 PPI, Tau ThT inhib
> OCCSc1nncn1/N=C/c1c[nH]c2ccccc12
  -2%, 2%, 2%, -7%, 3%, 2%, -1%, -3%
> O=C(Nc1ccc(S(=O)(=O)Nc2ncccn2)cc1)c1cnc(Cl)c(Cl)c1
  2%, -4%, 19%, -6%, -4%, -3%, -1%, -6%
> CC1=NN(c2ccccc2)C(=O)/C1=C\c1c(C)[nH]n(-c2ccccc2)c1=O
  -5%, -15%, -14%, -9%, 1%, 0%, 3%, ?
> Cc1ccc(-c2cn3c(n2)sc2cc(C(=O)NCCCN4CCCCC4)ccc23)cc1
  /, /, /, /, -8%, 2%, -3%, -7%
> CCOc1ccc(NC(=O)CCc2nnc3n(C)c(=O)c4sccc4n23)cc1
  /, /, /, /, 0.035µM*[quencher], 4%, 30%[53 µM], ?
> COc1cc(NC(=O)C2CCCCC2)c2ncccc2c1
  -7%, /, 7%, i, -4%, -5%, -3%, -14%
> CN1CCN(c2ccnc(-c3cccc(NS(C)(=O)=O)c3)n2)CC1
  ?, /, -4%, -8%, -1%, 2%, 1%, -4%
> Cc1cc(C)c(C(=O)Nc2ccccc2)c(CC(C)(C)C(=O)O)c1
  7%, 13%, -9%, -8%, 2%, 2%, -1%, -5%
> COc1ccccc1NC(=O)N1CCc2[nH]c3ccc(Cl)cc3c2C1
  8%, -6%, 9%, -1%, 0%, 1%, -4%, -13%
> COCCNC(=O)CN1C(=O)c2cccnc2Sc2ccccc21
  /, /, /, /, ?, -17%, -4%, -10%
> COc1ccc(Oc2nccc(-c3ccc(F)cc3)c2C#N)cc1
  ?, -1%, -15%, 7%, 1%, -5%, -8%, 4%
> Cc1ccc(C)c(/C(O)=C2\C(=O)C(=O)N(CCCN3CCOCC3)C2c2cccnc2)c1 (centres undefined)
  2%, -2%, 7%, 1%, -1%, -10%, -11%, -9%
> CC(=O)N1c2ccccc2CC1C(=O)N1CCN(c2cccc(C)c2C)CC1 (centres undefined)
  /, /, /, /, -1%, -2%, 6%, 4%
> Cc1ccc(-c2nc3sccn3c2Nc2ccc(C)c(C)c2)cc1
  /, /, /, /, 1%, ?, -2%, -2%
> CCC(Sc1nccn1C)C(=O)Nc1nnc(C)s1 (centres undefined)
  6%, /, 0%, -20%, 0%, 5%, -14%, -9%

# Results follow in this order: KDM4E inh, L3MBTL1 block, RGS12 GoLoco inh, RECQ1 inh, TR SRC2 fluor cs, Tau FP inhib, TRb SRC2 PPI, Tau ThT inhib
> COc1cccc(C(=O)NCCc2csc3nc(-c4ccccc4F)nn23)c1OC
  /, /, /, /, -2%, -6%, 0%, -1%
> C#CC(C)(CC)NC(=O)c1cc2cccc(CC=C)c2oc1=O (centres undefined)
  ?, ?, -18%, 0%, 0%, 2%, 6%, -10%
> CCc1ccccc1NC(=O)N[C@@H](C)C(=O)O
  -8%, 6%, 0%, -4%, 1%, 2%, 10%, -3%
> CCCCOc1ccc2c(C)cc(=O)oc2c1OCCCC
  ?, 19%, 8%, -13%, 0%, -4%, -7%, ?
> CN(Cc1ccccc1)C(=O)c1ccccc1C(=O)O
  -9%, 5%, -3%, 1%, -4%, -1%, 4%, 2%
> Cc1nn(C)cc1CN(C)Cc1c(C(=O)N(C)Cc2ccccc2)nc2ccccn12
  -2%, 0%, 4%, -6%, -4%, 7%, 3%, ?
> COc1ccc(C2c3c(oc4ccc(Cl)cc4c3=O)C(=O)N2CCCN(C)C)cc1OC (centres undefined)
  /, /, /, /, 1%, -6%, -1%, 0%
> O=C(Nc1ccc2oc(=O)ccc2c1)c1cc2ccccc2o1
  -5%, 17%[11.4 µM], -6%, -1%, -2%, 3%, 8%, 3%
> CN(C)S(=O)(=O)c1cccc(NC(=O)COC(=O)CCC(=O)c2ccc(F)cc2)c1
  0%, 8%, 11%, -4%, -3%, -7%, -2%, 7%
> C=CCC1CCCC(=O)N2CCCC12 (centres undefined)
  /, 8%, 1%[136 µM], i, -34%[201 µM], -4%[126 µM], 2%[201 µM], -4%[126 µM]
> Fc1ccc(NCc2ccccc2F)cc1Cl
  4%, 17%, 11%, -17%, -3%, -6%, 8%, -3%
> COc1cc(CNc2ccc(N3CCCC3)cc2)ccc1OCc1ccccc1
  6.3µM*, ?, 22%, -1%, 20%, ?, -23%, 5µM*
> COc1cccc(CNC(=O)c2ccc3nc(-c4ccc(F)cc4)c(-c4ccc(F)cc4)nc3c2)c1
  /, /, /, /, -5%, -14%, 5%, 7%
> COc1ccc(C(CC(=O)N2CCCCC2)c2c(OC)cc(OC)c3ccc(=O)oc23)cc1 (centres undefined)
  ?, /, 2%, i, -1%&-2%, -1%, -1%&1%, -15%
> Cc1cccc(NC(=O)C2CCCN(S(=O)(=O)c3cccc4nsnc34)C2)c1 (centres undefined)
  3%, /, 6%, i, -4%, 8%, 0%, 3%

# Results follow in this order: KDM4E inh, L3MBTL1 block, RGS12 GoLoco inh, RECQ1 inh, TR SRC2 fluor cs, Tau FP inhib, TRb SRC2 PPI, Tau ThT inhib
> CC1SC2(NC1=O)C1CC3CC(C1)CC2C3 (centres undefined)
  4%, -8%, -1%, -3%, -5%, -1%, 1%, 0%
> COc1cc(C(=O)N2CCN(C(=O)C3CC3)CC2)cc(OC)c1OC
  4%, /, -1%, 1%, 0%, -2%, 7%, -6%
> CCOc1c(CNCCN2CCOCC2)cccc1OC
  3%, /, -2%, i, -1%, -3%, 10%, -5%
> CC(=O)c1ccc(N2CCN(C(=O)Nc3ccc(C)cc3)CC2)cc1
  -1%, /, -2%, 0%, -2%&6%, 9%&-10%, -3%&-4%, ?
> O=C(/C=C/c1ccc(Cl)cc1Cl)Nc1ccc(CN2CCOCC2)cc1
  0%, -4%, 5%, -5%, -2%, ?, 15%, -9%
> Cc1cc(NC(=O)CSc2nnc(C3CC3)n2-c2ccccc2)no1
  3%, 6%, 8%, i, 0%, 1%, 1%, -7%
> Cn1c(=O)[nH]c(=O)c2c1nc(NCc1ccco1)n2CCCc1ccccc1
  5%, -2%, 17%, -3%, 2%, 12%, 11%, -3%
> Cc1cc(Cl)ccc1NC(=O)C1CCN(S(C)(=O)=O)CC1
  3%, -16%, -16%, -1%, -3%, 8%, -13%, 5%
> CN1CCCN(C(=O)c2ccc(Cl)c(S(=O)(=O)N(C)c3ccccc3)c2)CC1
  3%, 2%, 4%, i, -8%, 5%, 2%, 1%
> COc1cccc(-c2nc(SCC(=O)Nc3ccc4c(c3)OCCO4)c(-c3ccccc3)[nH]2)c1
  /, /, /, /, -1%, -10%, 4%, ?
> CC1(C)CC(=O)c2sc(NC(=O)CN3CCOCC3)nc2C1
  -6%, 0%, 2%, -8%, 4%, -1%, 1%, -10%
> COc1ccccc1OCCCCn1c(C2CC(=O)N(c3ccccc3Cl)C2)nc2ccccc21 (centres undefined)
  /, /, /, /, -2%, -2%, -2%, ?
> O=[N+]([O-])c1ccc(N2CCOCC2)cc1NCc1ccccc1
  2%, -17%, -1%, -8%, -3%, -14%, 2%, ?
> COc1ccc(CCN2CC(C(=O)O)CC2=O)cc1 (centres undefined)
  1%, 2%, -17%, -14%, -6%, -14%, -5%, -3%
> Cc1cc(C)cc(SCc2noc(C(=O)NCc3ccccc3)c2C(=O)NCc2ccccc2)c1
  1%, /, 1%, i, -1%, -1%, -4%, -4%

# Results follow in this order: KDM4E inh, L3MBTL1 block, RGS12 GoLoco inh, RECQ1 inh, TR SRC2 fluor cs, Tau FP inhib, TRb SRC2 PPI, Tau ThT inhib
> CC1CCC2(CC1)NC(=O)N(CC(=O)Nc1nc(-c3ccc(F)cc3)cs1)C2=O (centres undefined)
  3%, /, 182%, -7%, -5%, -2%, 1%, 12%
> COc1ccc(C(=O)/C(=C\N(C)C)n2nc(C)cc2C)cc1
  -31%, 0%, 1%, 11%, 0%, -7%, 0%, -7%
> COc1ccc(F)cc1S(=O)(=O)N1CCCCC1
  ?, /, -2%, 2%, -5%, -6%, -2%, 3%
> O=C(c1ccco1)N1CCN(c2nc3ccsc3c(=O)s2)CC1
  -13%, -5%, 4%, -29%, -2%, -2%, 0%, ?
> Cc1cccc(C(=O)Nc2ccc(S(=O)(=O)N(Cc3ccccc3)c3ccccc3)cc2)c1
  /, /, /, /, -14%, ?, 3%, 4%
> CCCc1cc(=O)n2[nH]c(-c3ccc(OC)cc3)nc2n1
  ?, /, 11%, -11%, -3%, 7%, -7%, -22%
> CCOc1ccc(-c2ccc(SCc3ccccn3)nn2)cc1
  -2%, 15%, 1%, -6%, 0%, 0%, 4%, ?
> CN(C)CCCNC(=O)/C(=N\O)c1ccccc1
  3%, /, -3%, -14%, -3%, -5%, -3%, -1%
> CCOC(=O)N1CCN(C(=O)CCn2c(=O)[nH]c3ccsc3c2=O)CC1
  5%, /, 7%, -1%, 1%, 7%, 4%, 1%

# Molecules shown so far that have fluorine, in the order listed:
# Results follow in this order: KDM4E inh, L3MBTL1 block, RGS12 GoLoco inh, RECQ1 inh, TR SRC2 fluor cs, Tau FP inhib, TRb SRC2 PPI, Tau ThT inhib
> COc1ccc(Oc2nccc(-c3ccc(F)cc3)c2C#N)cc1
  ?, -1%, -15%, 7%, 1%, -5%, -8%, 4%
> COc1cccc(C(=O)NCCc2csc3nc(-c4ccccc4F)nn23)c1OC
  /, /, /, /, -2%, -6%, 0%, -1%
> CN(C)S(=O)(=O)c1cccc(NC(=O)COC(=O)CCC(=O)c2ccc(F)cc2)c1
  0%, 8%, 11%, -4%, -3%, -7%, -2%, 7%
> Fc1ccc(NCc2ccccc2F)cc1Cl
  4%, 17%, 11%, -17%, -3%, -6%, 8%, -3%
> COc1cccc(CNC(=O)c2ccc3nc(-c4ccc(F)cc4)c(-c4ccc(F)cc4)nc3c2)c1
  /, /, /, /, -5%, -14%, 5%, 7%
> CC1CCC2(CC1)NC(=O)N(CC(=O)Nc1nc(-c3ccc(F)cc3)cs1)C2=O (centres undefined)
  3%, /, 182%, -7%, -5%, -2%, 1%, 12%
> COc1ccc(F)cc1S(=O)(=O)N1CCCCC1
  ?, /, -2%, 2%, -5%, -6%, -2%, 3%
